Screening results deposited in PubChem by National Center for Advancing Translational Sciences (NCATS).
RGS4 inh: blocks human RGS4-accelerated GTP hydrolysis | P49798 | Transcreener GDP fluorescence polarization, RGS4-accelerated GTP hydrolysis | Potency, µM (titrated, usually from 114 µM), for inactives: top-dose activity change, negative = inhibition, actives largely listed as inhibitors | hit rate 0.039% among 390,000; further: potency means the concentration at half of the fitted maximal effect; on the % scale 0 is the no-effect control and ±100 the full control effect; nearly all actives have a fitted effect of over 75% in size; some results filed as inactive show a strong effect at the top dose
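MLSMR compounds (23 nl, pin-transferred) preincubated 10 min at room temperature with a 500nM (2x) first reagent, then RGS4 at 900nM (2x) plus Transcreener GDP mix added; fluorescence polarization (620/688 nm) read before and after 90 min at 30 °C.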
GLS inh: inhibitors of human glutaminase (GLS). Potency, µM (series often up to 45.5 µM), for the others: at the highest dose activity change, negative = inhibition, hits mostly inhibitors. GLS enzymatic activity, qHTS titration. hit rate 0.21% among 410,000. AID 624170; further: potency means the concentration at half of the fitted maximal effect; on the % scale 0 is the no-effect control and ±100 the full control effect
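Human kidney-isoform GLS in 45 mM KH2PO4 pH 8.2, 0.02% Tween-20, with compound, started with 1mM L-Glutamine (added stock). Glutamate oxidase/HRP/Amplex red coupled fluorescence read at start and after 30 min at RT.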
G9a block: G9a (human) methyltransferase inhibition; G9a H3K9 monomethylation, AlphaScreen, 2 h; Potency, µM (top dose mostly 102 µM), for inactives: at the top dose activity, negative = inhibition, hits mostly inhibitors; hit rate 8.8% among 350,000; further: potency means the concentration at half of the fitted maximal effect; on the % scale 0 is the no-effect control and ±100 the full control effect; nearly all actives have a fitted effect of over 75% in size
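Compounds were preincubated with 20 nM G9a for 15 min, after which biotinylated H3K9 peptide (500 nM) and SAM (20 uM) started a 2 h room-temperature reaction. Monomethylated product was quantified by antibody-based AlphaScreen chemiluminescence.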
PI4K2A inh: inhibitors of human PI4K2A; AID 1346378; hit rate 0.13% among 420,000; purified PI4K2A, ADP-Glo luminescence, 1 h; active compounds read low; Q9BTU6; activity change, negative = inhibition, % at 76.9 µM; in the data active means activity change below about -50%; inconclusive means mostly about -30% to -49%;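 further: -100% = wells without enzyme as full effect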
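Compounds are screened against recombinant PI4K2A using PI as substrate and ATP, the latter dispensed at 300 microM. Reactions run one hour at ambient temperature before ADP-Glo detection; full inhibition defined by wells lacking enzyme.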
ERG Ets-DNA blk: blocks human ERG Ets domain binding to DNA; P11308; fluorescence polarization, His-ERG Ets domain / labelled DNA; Potency, µM (titrated, usually from 76.9 µM), without a hit: at the top dose FP activity, negative = inhibition, most hits filed as inhibitors; hit rate 0.028% among 370,000; AID 624246; active means well fitted inhibition curve with a large enough effect in the polarisation, with a control signal flat; inconclusive means small, poorly fitted or top-dose-only effect, or effect the other way, or a change in a side signal; inactive means no such curve, though single readings can be large or run the other way; the % refers to the polarisation;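 further: polarization taken with two DNA probes labelled with fluorescein and Texas red; potency means the concentration at half of the fitted maximal effect; % of control where 0% means no effect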
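His-tagged ERG Ets domain (1 uM in the protein solution; 300mM KCl, 50mM Tris-HCl, 1mM EDTA, 1mM DTT, pH 7.5) received compound, then a probe mix of 5 nM fluorescein-DNA and 100nM Texas-615-DNA. Fluorescence polarization was read for both dyes.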
BAZ2B inh: inhibitors of human BAZ2B bromodomain | AlphaScreen BAZ2B-H3K14Ac peptide displacement | Q9UIF8 | Potency, µM (doses to about 114 µM), for inactives: at the highest dose activity change, negative = inhibition, actives largely listed as inhibitors | hit rate 4.4% among 360,000; further: potency means the concentration at half of the fitted maximal effect; on the % scale 0 is the no-effect control and ±100 the full control effect; nearly all actives have a fitted effect of over 60% in size
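BAZ2B (50 nM) with biotin-H3(5-23)K14Ac peptide (50 nM) in PBS pH 7.4, 0.01% Tween-20, preformed 30 min, then compound 30 min at room temperature; top concentration 110uM. AlphaScreen streptavidin donor/nickel chelate acceptor beads (10 ug/mL final), 20 min dark, signal read.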
HP1b chromo inh: HP1-beta chromodomain-methylated histone interaction inhibition | P83916 | AlphaScreen HP1-beta / biotin-H3K9me3 peptide binding | Potency, µM (titrated, usually from 114 µM), inactives show at the top dose activity change, negative = inhibition, most hits filed as inhibitors | hit rate 0.56% among 390,000 | AID 540317; further: potency means the concentration at half of the fitted maximal effect; nearly all actives have a fitted effect of over 70% in size; inactives centre near 23
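AlphaScreen: HP1-beta (50 nM) preformed 30 min with biotin-H3(1-18)K9me3 peptide (50 nM) in PBS pH 7.4, 0.01% Tween-20. Compound added for 30 min at RT, then streptavidin donor/nickel chelate acceptor beads (10 ug/mL) for 30 min.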
JMJD2A Tudor: JMJD2A Tudor domain (human) inhibition. O75164. AlphaScreen JMJD2A-Tudor / H3K4me3 peptide binding. Potency, µM (doses to about 114 µM), for the others: at the highest dose activity change, negative = inhibition, usual class: inhibitors. hit rate 4.4% among 390,000. AID 504339; further: potency means the concentration at half of the fitted maximal effect; on the % scale 0 is the no-effect control and ±100 the full control effect; nearly all actives have a fitted effect of over 50% in size
12-LOX inh: blocks human arachidonate 12S-lipoxygenase | purified 12hLO, xylenol orange hydroperoxide absorbance | Potency, µM (top dose mostly 108 µM), for inactives: top-dose activity change, negative = inhibition, actives largely listed as inhibitors | P18054 | hit rate 1.1% among 580,000 | AID 1671190; further: potency means the concentration at half of the fitted maximal effect; on the % scale 0 is the no-effect control and ±100 the full control effect
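Purified human 12hLO (150 nM final) in 25 mM Hepes, 0.01% Triton X-100, pH 7.0 was preincubated 15 min at room temperature with compound. Then 40 uM arachidonic acid was added, 30 min. Hydroperoxide was read by Fe-XO absorbance ratio 573/405 nm.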
* = called active by the depositor; ? = inconclusive; · = not tested or not shown; & = joins results of further samples; [ ] = another dose, or the depositor's remark. Unless noted, the call rests on the fitted dose curve; in most records, active means well fitted curve in the direction sought with a large enough effect; inconclusive means small, poorly fitted or top-dose-only effect, or another doubt; inactive means no such curve, though single readings can be large; an effect the other way counts as inactive or inconclusive. These rows are one share of the data (hit frequency here may not be typical).

RGS4 inh	GLS inh	G9a block	PI4K2A inh	ERG Ets-DNA blk	BAZ2B inh	HP1b chromo inh	JMJD2A Tudor	12-LOX inh	canonical_smiles
1%	2%	·	0	-4%	-34%	8%	-27%	-32%	Cc1cc(C)nc(/N=C(\N)Nc2ccc(OCCC(C)C)cc2)n1
11%	4%	7%[59 µM]	1	3%	-5%	31%	1%	-15%	O=C(CSc1nnc(CNc2ccc(Cl)cc2)o1)Nc1nc2ccccc2s1
0%	1%	-23%[12.7 µM]	-2	-3%	23%	6%	-9%	-19%	O=C(c1ccco1)N1CCN(C(=O)C(Sc2ccccc2)c2ccccc2)CC1 (configuration not stated)
-19%	-8%	79µM*	-2	-7%	3%	40%[activator]	-7%	-1%	O=C(c1cnc2n(c1=O)CCS2)N(C1CCCCC1)C1CCCCC1
-2%	2%	-32%[59 µM]	1	-4%	-16%	33%	-11%	-24%	Cc1ccc(CNC(=O)c2ccc3c(O)c(S(=O)(=O)c4ccccc4)c(=O)[nH]c3c2)cc1
-8%	3%	-30%[12.7 µM]	-3	·	-19%	27%	-27%	7%	CCOC(=O)Nc1ccc2c(c1)nc(CN1CCN(C(C)=O)CC1)n2C
7%	0%	·	-2	-19%	14%	21%	-8%	-16%	Cn1cc([C@@H]2C[C@H]3CN(C4CCCC4)C(=O)[C@]34CCCN24)c(-c2ccccc2)n1
10%	-10%	13%	6	-2%	-10%	37%[activator]	13%	52%[activator]	COc1ccc(/C(N)=N/OC(=O)c2cccs2)cc1OC

Whole records, looked up by structure:
`COc1ccc(/C(N)=N/OC(=O)c2cccs2)cc1OC` is listed as RGS4 inh = 10%; GLS inh = -10%; G9a block = 13%; PI4K2A inh = 6; ERG Ets-DNA blk = -2%; BAZ2B inh = -10%; HP1b chromo inh = 37%[activator]; JMJD2A Tudor = 13%; 12-LOX inh = 52%[activator]
`Cc1ccc(CNC(=O)c2ccc3c(O)c(S(=O)(=O)c4ccccc4)c(=O)[nH]c3c2)cc1` is listed as RGS4 inh = -2%; GLS inh = 2%; G9a block = -32%[59 µM]; PI4K2A inh = 1; ERG Ets-DNA blk = -4%; BAZ2B inh = -16%; HP1b chromo inh = 33%; JMJD2A Tudor = -11%; 12-LOX inh = -24%

Next section.
RGS4 inh	GLS inh	G9a block	PI4K2A inh	ERG Ets-DNA blk	BAZ2B inh	HP1b chromo inh	JMJD2A Tudor	12-LOX inh	canonical_smiles
13%	6%	-6%[2.33 µM]	2	-8%	26%	-4%	?	12%	CC(C)c1ccc(NC(=O)C2CCCN2S(=O)(=O)c2ccccc2F)cc1 (configuration not stated)
22%	6%	65%[activator]	6	-12%	28%	47%[activator]	5%	-7%	Cc1cc(N)n2ncc(-c3cccc(Br)c3)c2n1
4%	4%	28%	-3	10%	6%	39%[activator]	0%	-9%	CCOC(=O)C1(C(F)(F)F)N=C(c2ccccc2F)OC(N(C)C)=N1 (configuration not stated)
7%	-2%	40µM*	-5	-3%	50µM*	-18%	?	?	O=C1COc2ccc(-c3csc(NCCc4ccccc4)n3)cc2N1
-4%	15%	?	1	-4%	56µM*	?	?	-1%	Cc1ccc(N2CCN(C(=O)Nc3cccc([N+](=O)[O-])c3)CC2C)cc1 (configuration not stated)
-4%	9%	-37%	-1	-5%	-30%	20%	-16%	12%	Cc1cc(=O)[nH]c(N/N=C/c2cc(C)n(CC(F)(F)F)c2C)n1
3%	-6%	14%	-1	10%	0%	27%	5%	-22%	O=C(CNC(=O)c1cccs1)c1ccc(Br)cc1
43%	1%	?	3	5%	5%	8%	-29%	9%	O=C(O)C1=C(C(=O)Nc2ccc(F)c(Cl)c2)CCCC1
1%	3%	?	4	7%	-1%	17%	-17%	-6%	Cc1cc2c(SCC(=O)NC3CCCCC3)ncnc2s1
14%	-29%	-9%	0	-2%	-3%	9%	1%	-48%	O=C(NCC1CCN(c2ccc(S(=O)(=O)N3CCOCC3)cc2)CC1)Nc1ccccc1F
-7%	4%	2%[12.7 µM]	3	11%	-17%	21%	-7%	?	O=C(O)c1ccccc1NS(=O)(=O)c1ccc2ccccc2c1
-1%	-2%	18%[59 µM]	0	7%	8%	30%	7%	0%	CCc1ccc(NC(=O)c2noc3c2CCCCC3)cc1
7%	4%	25%[2.33 µM]	-6	2%	-34%	-18%	?	?	O=C(Nc1ccc(S(=O)(=O)NC2=NCCCCC2)cc1)c1ccc([N+](=O)[O-])s1
0%[11.4 µM]	1%	13µM*	-23	2%	?	?	-9%[11.4 µM]	0%	Oc1[nH]c2ccccc2c1N=Nc1nncc2ccccc12
17%&10%	-1%&-12%	-6%	5&2	-3%&3%	0%&-1%	22%&18%	-21%&-17%	2%&-9%	COc1cccc(NC(=O)C2CCCN2S(=O)(=O)c2ccc3c(c2)n(C)c(=O)c(=O)n3C)c1 (configuration not stated)
17%	5%	7%[59 µM]	2	-1%	4%	45%[activator]	-9%	0%	COc1ccc(S(=O)(=O)c2cn(CC(=O)Nc3cc(C)ccc3C)c3ccccc3c2=O)cc1
-9%	0%	35%[activator][59 µM]	-11	6%	0%	52%[activator]	0%	-7%	O=C(NCc1ccccc1)C(=O)Nc1c2c(nn1-c1ccccc1)CSC2
16%	-1%	·	2	2%	25µM*	5%	?	33%[activator]	Cc1c(CCC(=O)NCCCn2ccnc2)c(=O)oc2c(C)c3occ(C(C)(C)C)c3cc12
16%	13%	19%[59 µM]	1	-2%	12%	23%	-9%	-16%	COc1ccc(OCc2nnc(SCC(=O)NNC(=O)c3ccc(C)cc3)n2C)cc1
10%	-2%	0%	4	4%	1%	-13%	-4%	-8%	Cc1ccsc1C(=O)NC(C)c1ccccc1 (configuration not stated)
-30%	-6%	4%	-10	18%	1%	-18%	?	11µM*	O=C(NC(=S)Nc1ccc(Cl)c(C(=O)O)c1)c1cccc(COc2ccccc2)c1
0%	29%	5%[59 µM]	2	7%	-36%	13%	-8%	0%	COc1ccc(-n2c(=O)cc(N3CCN(c4ccccc4OC)CC3)[nH]c2=O)cc1
12%	0%	?	3	6%	24%	34%	?	-2%	CCn1c(CCNC(=O)c2cccs2)n[nH]c1=S
19%	29%	·	-2	-6%	-36%	26%	-27%	?	CCN(CC)CCSc1nc2ccc(OC)cc2[nH]1
-8%	-1%	-18%[2.33 µM]	-5	-9%	-5%	11%	-34%	0%	Cc1ccc(C(CC(=O)O)Nc2nc(N3CCCCC3)nc(N3CCCCC3)n2)cc1 (configuration not stated)
22%[56.9 µM]	4%	-36%	2	-14%	12%	25%	-15%	-1%	Cc1ccnc(NC2CCCCC2)c1
7%	-4%	5%[59 µM]	-1	0%	-27%	38%[activator]	-4%	?	Cc1cccc(OCc2nc(CC(=O)Nc3ccc(Cl)cc3)cs2)c1
-34%	1%	12%[59 µM]	-4	·	-2%	37%	-1%	19%	CCOCCCn1c(SC(C(=O)Nc2cc(C)ccc2C)c2ccccc2)nnc1-c1ccc(Cl)cc1 (configuration not stated)
-22%	-5%	-15%	-3	-5%	1%	-18%	-5%	-15%	CC(Sc1nc2sccc2c(=O)n1-c1ccccc1)C(N)=O (configuration not stated)
-5%	-14%	-12%	-5	-3%	3%	22%	-8%	-5%	COCCN(C(=O)c1csnn1)C(C(=O)NC1CCCCC1)c1ccc(Cl)cc1 (configuration not stated)
-12%	-12%	35µM*	-1	-5%	?	5%	-26%	?	CSCC[C@H](NC(=O)c1ccc(Cl)c(S(=O)(=O)N2CCCC2)c1)c1nc2ccccc2[nH]1
-4%	3%	164%[activator]	1	0%	163%[activator]	139%[activator]	123%[activator]	-11%	C(=C\c1ccccc1)/CSc1ccccn1
11%	3%	9%	-1	-8%	10%	27%	-12%	-11%	CCOC(=O)N1CCN(c2c(NCCc3ccccc3)c(=O)c2=O)CC1
-1%	6%	-1%	-2	-11%	-21%	-13%	-24%	-16%	COC(=O)c1cc(C(=O)OCC(=O)Nc2cc(C)on2)cc([N+](=O)[O-])c1
-10%	7%	17%[59 µM]	-4	-14%	11%	15%	-12%	-20%	CC(=O)c1ccc(NC(=O)/C=C/c2ccc(C)cc2)cc1
-22%	-17%	?	0	8%	5%	30%	-11%	?	Cc1ccc2nc(NC(=O)CN3C(=O)NC4(CCCC4)C3=O)sc2c1
-6%	27%	?	-1	8%	-31%	-9%	-34%	11µM*	Cc1ccc(C(=O)N2CCN(c3ccc(NC(=S)NC(=O)c4cccs4)cc3)CC2)cc1
13%	1%	·	-4	0%	?	-4%	-12%	-19%	CCn1cc(C(=O)O)c(=O)c2cnc(N3CCN(C(=S)Nc4ccccc4)CC3)nc21
19%	3%	19%[12.7 µM]	0	0%	-5%	4%	1%	194%[activator]	CCC(Oc1ccc(Br)cc1)C(=O)N1CCN(c2ncccn2)CC1 (configuration not stated)
-30%	6%	·	-3	2%	·	-14%	?	20%	COc1ccc2[nH]c3c(c2c1)CCN1C(=O)C(CC(=O)NCCCn2ccnc2)C[C@H](C(=O)N2CCCCC2)[C@@]31CCc1ccccc1 (some centres not stated)
15%&-7%	6%&8%	-5%[59 µM]	2&0	0%&-8%	1%&7%	12%	-1%&-1%	4%&-13%	Cc1ccc(-c2nc(SCC(=O)Nc3cc(C)on3)c3c(=O)n(C)c(=O)n(C)c3n2)cc1
